SMARCA2 act – SMARCA2 function activation, primary screen. activation, % at 9.1 µM. 1% of 370,000 active. MG213 cells, MMTV-luciferase reporter, dexamethasone, overnight. AID 652017; in the data active means activation above about 7.8%;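 further: 0% = vehicle wells and 100% = reference activator wells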
Rev-erbA mod – modulators of human Rev-erb alpha DNA binding | Rev-erbα–FITC-DNA binding, fluorescence polarization, 90 min | 0.79% of 370,000 active | activity, % at 10 µM | AID 1259318;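 active means activity above about 14%, limit read from the data; passing the limit was not always enough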;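 further: 0% = DMSO wells with 35 nM protein and 100% = DMSO wells with 750 nM protein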
NPR1 activator – GC-A (human) enzyme activation. activation, % at 10 µM. P16066. HEK293 GC-A cells, cGMP TR-FRET, EC30 ANP; 0% at EC30 ANP, 100% saturating ANP. 0.14% of 370,000 active; in the data active means activation above about 40%
GC-B act – GC-B (human) receptor activation; HEK293-GC-B cells, CNP EC30, cGMP TR-FRET; 0% at EC30 CNP, 100% saturating CNP; 0.11% of 370,000 active; activation, % at 10 µM; AID 1920062; P20594;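 active means activation at 10 µM reaching about 35% in either raw or pattern-adjusted values, limit read from the data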
Target sequence (P20594 whole entry, looked up): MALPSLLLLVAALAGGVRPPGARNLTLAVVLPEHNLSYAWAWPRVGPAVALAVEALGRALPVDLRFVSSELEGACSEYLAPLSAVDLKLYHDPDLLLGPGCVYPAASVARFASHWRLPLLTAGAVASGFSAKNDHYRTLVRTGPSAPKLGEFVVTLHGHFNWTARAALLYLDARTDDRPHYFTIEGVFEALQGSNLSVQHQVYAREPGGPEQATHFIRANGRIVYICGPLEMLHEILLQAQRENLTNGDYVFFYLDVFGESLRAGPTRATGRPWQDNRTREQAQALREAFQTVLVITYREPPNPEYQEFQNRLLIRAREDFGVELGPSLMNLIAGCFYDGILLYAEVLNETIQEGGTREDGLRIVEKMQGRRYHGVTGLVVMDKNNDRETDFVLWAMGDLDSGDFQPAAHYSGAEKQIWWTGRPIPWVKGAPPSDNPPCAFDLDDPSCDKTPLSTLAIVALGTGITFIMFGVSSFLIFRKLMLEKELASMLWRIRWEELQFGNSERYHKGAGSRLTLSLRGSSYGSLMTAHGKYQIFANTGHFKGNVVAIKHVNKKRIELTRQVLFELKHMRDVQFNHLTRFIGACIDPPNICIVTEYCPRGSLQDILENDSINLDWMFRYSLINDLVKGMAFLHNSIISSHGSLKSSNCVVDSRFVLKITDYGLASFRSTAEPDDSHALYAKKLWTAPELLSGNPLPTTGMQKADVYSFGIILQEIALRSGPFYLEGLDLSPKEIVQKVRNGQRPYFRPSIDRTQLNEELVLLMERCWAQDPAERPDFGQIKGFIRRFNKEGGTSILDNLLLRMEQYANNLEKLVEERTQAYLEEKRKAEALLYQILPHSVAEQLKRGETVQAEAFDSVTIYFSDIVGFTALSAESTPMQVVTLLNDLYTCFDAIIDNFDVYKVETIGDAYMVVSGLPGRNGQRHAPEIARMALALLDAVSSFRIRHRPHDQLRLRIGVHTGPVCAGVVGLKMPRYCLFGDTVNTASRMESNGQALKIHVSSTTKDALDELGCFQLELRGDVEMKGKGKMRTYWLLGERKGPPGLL
HTRA1 inh – inhibitors of human serine peptidase HTRA1 | Q92743 | recombinant HTRA1, FP-rhodamine activity-based probe, fluorescence polarization | inhibition, % at 5.96 µM | 0.5% of 340,000 active; in the data active means inhibition above about 36%;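 further: 0% = enzyme with DMSO and 100% = wells lacking enzyme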
ARFGAP1 inhibitor – inhibits rat ARF GTPase activating protein 1 | Q62848 | Arfgap1-stimulated ARF1 GTP hydrolysis, GDP FP detection | inhibition, % at 16.5 µM | 0.26% of 360,000 active | AID 651572;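 active means inhibition above a per-plate limit, mean inhibition of low control wells plus 3 SD, cut at about 25% in these data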;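 further: 0% = DMSO wells with enzyme and 100% = wells lacking Arfgap1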
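Replicates: Single well per compound | Assay system: Truncated rat Arfgap1 GAP domain | Control set: No-Arfgap1 wells (100%) versus DMSO full-reaction wells (0%) | Times: Enzyme reaction 120 min at 25 °C after 20 min preincubation | Reagent: Human ARF1(Δ1-17)-GTP substrate | Measured by: Tracer-displacement fluorescence polarization with EDTA stop, 620/688 nm | Measure: Percent inhibition of Arfgap1-stimulated GTP hydrolysis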
rCAG RNA binder – molecules binding r(CAG) RNA repeats; 1.3% of 370,000 active; r(CAG) RNA repeat, TO-PRO-1 dye displacement fluorescence; inhibition, % at 3 µM;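 active means inhibition above the plate cutoff, the mean of all test compounds on that plate plus 3 SD, cut at about 35% in these data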;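 further: 0% = DMSO alone and 100% = 100 µM mitoxantrone as full dye displacement; higher means more dye released from RNA so lower well fluorescence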
ABHD4 inh – ABHD4 (mouse) inhibition, primary FP screen; Q8VD66; purified mABHD4, FP-Rh probe fluorescence polarization; inhibition, % at 8.92 µM; 0.54% of 370,000 active; AID 720543;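 active means inhibition exceeding the mean over every tested compound plus 3 SD, cut at about 30% in these data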;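 further: 0% = plate median of compound wells and 100% = S159A mutant with DMSO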
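Test system: mABHD4 protein | Buffer or medium: HEPES pH 7.0 buffer, 150 mM NaCl, 0.01% Pluronic F-127 | Probe or stimulus: FP-Rh fluorescent activity-based probe, added after compound pre-incubation | Timing: Pre-incubation 45 min, probe exposure 60 min, at 25 °C | Technique: Fluorescence polarization, excitation 525 nm, emission 598 nm, BODIPY TMR filters | Repeats: Single well per compound (singlicate)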
PG9 binder – binds the HIV-1 gp120 antibody PG9; TR-FRET gp120-PG9 antibody binding; inhibition, % at 6.7 µM; 0.43% of 360,000 active; in the data active means inhibition above about 8.5%
ASAP1 GAP inh – ASAP1 ArfGAP inhibition. Q9ULH1. ASAP1-stimulated ARF1 GTP hydrolysis, GDP FP detection. inhibition, % at 16.5 µM. 0.19% of 360,000 active. AID 624377; in the data active means inhibition above about 25%;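 further: 0% = vehicle with enzyme and substrate and 100% = no enzyme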
* = called active by the depositor; . = not tested or not shown.

Letter code: A = SMARCA2 act; B = Rev-erbA mod; C = NPR1 activator; D = GC-B act; E = HTRA1 inh; F = ARFGAP1 inhibitor; G = rCAG RNA binder; H = ABHD4 inh; I = PG9 binder; J = ASAP1 GAP inh
Compound: COCCCNC(=O)/C(C#N)=C1\N=C(NC(=O)c2cccs2)c2ccccc21
  A: 3	B: -4	C: 2	D: -3	E: -7	F: 2	G: 0	H: -9	I: -0.6	J: -4

Compound: CCc1nc(SCC(=O)N2CCN(c3ccccc3)CC2)c2oc3ccccc3c2n1
  A: -3	B: -4	C: 4	D: 5	E: -6	F: -2	G: -3	H: 5	I: -6.1	J: -12

Compound: Cc1ccc(-n2c(C)cc(C=C3C(=O)N(C)C(=O)N(C)C3=O)c2C)cc1
  A: 5	B: -3	C: 4	D: -4	E: 8	F: 9	G: 1	H: -2	I: -0.8	J: 3

Compound: O/N=C1\CCc2cc(Cl)ccc21
  A: 3	B: 0	C: 1	D: -3	E: 2	F: 4	G: 0	H: -1	I: 1.3	J: -3

Compound: Cc1ccc(/C=N/N2CCCCC2)o1
  A: 1	B: 0	C: 3	D: 4	E: -7	F: -4	G: 3	H: 7	I: -2.1	J: 4

Compound: CCc1cc2c(CN3CCN(CC)CC3)cc(=O)oc2cc1O
  A: 3	B: -4	C: -7	D: 2	E: 0	F: 1	G: -3	H: 3	I: 0.6	J: 15

Compound: O=C1NC(=S)N/C1=C/c1cccc([N+](=O)[O-])c1
  A: -3	B: -1	C: 3	D: 4	E: -5	F: 17	G: -3	H: 2	I: -1.5	J: 13

Compound: CC(C)CCn1c(=O)c2ccccc2c2ccccc2c1=O
  A: 2	B: 0	C: -3	D: 8	E: -12	F: 3	G: -6	H: 5	I: -1.6	J: -9

Compound: CC1(C)CN(c2ccccc2)N(Cc2ccc(F)cc2)C1=O
  A: -5	B: -1	C: -6	D: -6	E: 2	F: -3	G: -4	H: -2	I: 2.6	J: 0

Compound: COc1ccc(OC)c(C2CC(=O)c3c([nH]c(C(=O)OC(C)C)c3C)C2)c1 (configuration not stated)
  A: -1	B: 6	C: -6	D: -6	E: -10	F: 8	G: 5	H: -2	I: -0.2	J: -7

Compound: Cc1ccc2c(c1C)NC(=O)C2(O)CC(=O)c1ccc2c(c1)OCO2 (configuration not stated)
  A: -3	B: 4	C: 0	D: 2	E: 2	F: -8	G: 2	H: -6	I: 0.2	J: -4

Compound: COc1ccccc1NC(=O)Cc1nnc(SCC(=O)NC2CCCC2)n1C
  A: -4	B: 0	C: -3	D: -2	E: -2	F: -6	G: -5	H: 2	I: 0.4	J: 1

Compound: Cn1ncc2c(=O)n(/N=C/c3ccccc3)cnc21
  A: -2	B: 0	C: 2	D: 2	E: -8	F: -3	G: 9	H: 1	I: -2.6	J: 5

Compound: O=C(O)Cc1ccc(NC(=O)Nc2cccc(Cl)c2)cc1
  A: -3	B: -2	C: 4	D: 3	E: 2	F: 9	G: 8	H: -2	I: -0.9	J: -7

Compound: COc1ccc(NC(=O)CSc2nnc(CNC(=O)c3ccco3)n2-c2ccccc2OC)cc1
  A: -6	B: -2	C: -3	D: 5	E: 0	F: 3	G: -3	H: -4	I: 0.2	J: -11

Compound: COc1ccc([N+](=O)[O-])cc1NC(=O)COC(=O)c1ccccc1C(=O)c1ccccc1
  A: 4	B: -4	C: -1	D: 1	E: -16	F: -10	G: 0	H: -9	I: 0.7	J: -6

Compound: CCOC(=O)C1CCCN(C(=O)CSc2nnc3nc(C)cc(C)n23)C1 (configuration not stated)
  A: 7	B: 6	C: -3	D: -1	E: 2	F: 5	G: 3	H: 7	I: 0.0	J: 10

Compound: Cc1cccc(NC(=S)N2CCC(N(C)CC3CCCO3)CC2)c1 (configuration not stated)
  A: -2	B: 0	C: 3	D: 3	E: -2	F: -2	G: -4	H: 5	I: -0.2	J: 6

Compound: COc1ccccc1Cn1c(=O)c2ccccc2n2c(SCC(=O)N3CCCCC3)nnc12
  A: -2	B: -3	C: -3	D: -2	E: 0	F: -11	G: -4	H: 5	I: -0.5	J: 0

Compound: O=C(CSc1nnc(-c2ccccn2)n1-c1ccccc1)Nc1cccc2ccccc12
  A: -4	B: -3	C: -6	D: -3	E: .	F: .	G: 2	H: -3	I: .	J: .

Compound: O=C(OCc1nnc(-c2ccccc2)o1)c1cc2ccccc2cc1O
  A: 1	B: 6	C: 3	D: -1	E: -26	F: 16	G: 7	H: -1	I: 1.2	J: -2

Compound: CCOC(=O)C(=O)N(C)c1c(CC)nc2c(OCc3ccccc3OC)cccn12
  A: 1	B: -1	C: 0	D: 2	E: .	F: 7	G: 1	H: 1	I: 0.9	J: 2

Compound: O=C(Nc1ccncc1)c1cccc(S(=O)(=O)N2CCc3ccccc32)c1
  A: -5	B: -3	C: -18	D: -17	E: -20	F: -8	G: 5	H: -15	I: -1.5	J: -2

Compound: COCC(=O)Nc1ccc(S(=O)(=O)Nc2ccccn2)cc1
  A: -2	B: -1	C: 1	D: 1	E: -2	F: 2	G: 0	H: -1	I: -2.1	J: -2

Compound: O=C(CCc1ccccc1)Nc1ccc(N2CCCCC2)cc1
  A: 2	B: -1	C: 1	D: 1	E: 3	F: 11	G: 1	H: 3	I: -2.4	J: -14

Next section
SMILES	SMARCA2 act	Rev-erbA mod	NPR1 activator	GC-B act	HTRA1 inh	ARFGAP1 inhibitor	rCAG RNA binder	ABHD4 inh	PG9 binder	ASAP1 GAP inh
O=S(=O)(NCC1(N2CCOCC2)CCCCC1)c1ccccc1Cl	-1	5	0	-1	-1	14	-11	-5	-0.1	7
CN1C(=O)Cc2cc(S(=O)(=O)N3CCN(c4cccc(Cl)c4)CC3)ccc21	-3	-6	3	-1	1	1	12	-6	-1.4	-9
COc1ccc(CCC(=O)N2c3ccccc3N=C(c3ccc(C(F)(F)F)cc3)C2C(=O)NC2CCCC2)cc1 (configuration not stated)	0	-1	2	-4	.	-1	6	-11	1.5	0
CCCOc1cccc(C(=O)N(Cc2ccccc2)C2CCS(=O)(=O)C2)c1 (configuration not stated)	-3	0	-11	-3	1	-7	-4	4	-0.2	-14
COc1ccc(OC)c(/C=C/C(=O)Oc2ccc(C(C)=O)cc2)c1	-3	9	7	1	-6	2	0	-12	0.9	5
COC(=O)[C@H]1C[C@@H]1[C@H](NC(=O)[C@H]1C[C@@H]1[C@H](NC(=O)OCc1ccccc1)c1ccccc1)c1ccccc1	-2	1	-2	4	-24	-3	4	-14	-1.3	6
COc1ccc(C(=O)NN2CC(O)=C(c3nc4ccccc4n3C)C2=N)cc1OC	5	-1	7	-1	2	7	1	0	-0.7	-9
O=C(Nc1ncccc1O)c1ccc(S(=O)(=O)N2CCCC2)cc1	-3	-3	-1	3	-1	-7	4	-5	-2.3	10
CCCc1nc2ccccc2n1C(C(=O)NC(C)(C)C)C1CC1 (configuration not stated)	-3	-1	3	-1	.	7	3	2	-1.7	3
CCc1ccccc1NC(=O)C/C(C)=N/NC(=O)COc1ccccc1C	-1	-4	2	-1	1	-8	-1	1	-1.3	-15
O=C(CCc1c[nH]c2ccccc12)OCC(=O)N1CCN(S(=O)(=O)c2ccccc2)CC1	0	-4	3	0	0	-7	-3	3	-0.6	-13
CN=C1SC(CC(=O)Nc2sc3c(c2C#N)CCCC3)C(=O)N1C (configuration not stated)	0	-1	-7	-4	-6	-2	3	1	-2.0	0
COCCNC(=O)C(OC(=O)CC1Sc2ccccc2NC1=O)c1ccncc1 (configuration not stated)	-1	2	6	1	4	1	2	2	1.9	-9
O=C(CN1CCN(S(=O)(=O)c2ccc(Br)cc2)CC1)c1ccc(O)c(O)c1	-2	1	1	-2	37*	2	9	18	-0.8	0
CC(C(=O)N1CCc2ccccc2C1)N1C(=O)c2ccccc2C1=O (configuration not stated)	-1	3	-2	-8	-9	2	-4	-4	-2.6	-1
CC1CC(=S)Nc2ccccc2N1Cc1ccccc1 (configuration not stated)	-2	1	4	1	-7	15	1	-11	-1.9	-19
CC1CCCC(C)N1/N=C/c1ccccc1OC(F)F (configuration not stated)	-1	-6	1	0	9	0	2	0	2.2	1
Cc1cccc(OCCCCc2c(C)n[nH]c2C)c1	-2	0	-1	-6	-14	-10	-4	-6	-0.1	-3
COc1ccc(S(=O)(=O)NC(=O)C2(C)CCN2C(=O)C2(c3ccccc3)CC2)cc1 (configuration not stated)	-2	-1	4	3	.	0	6	3	-1.0	-18
CC(=O)OCC(=O)[C@H]1CC[C@H]2[C@@H]3CCC4=CC(=O)CC[C@]4(C)[C@H]3CC[C@]12C	-6	-2	1	-1	3	4	-2	-1	-0.6	1
COc1cc(NC(=O)c2cccc(Br)c2)nc(OC)n1	5	1	-1	-1	-19	-4	-5	-3	-0.8	6
COc1cccc2cc(C(=O)N3CCN(C(=O)c4ccco4)CC3)c(=O)oc12	1	-2	-1	-2	-3	8	-3	-1	2.5	-2
COc1ccc(-c2nc3ccc(C)cn3c2Cc2cccc(F)c2)cc1OC	-4	5	13	21	.	1	3	-4	-1.3	-7
O=C(N(c1ccccc1)c1ccccc1)n1ccnc1	-1	1	1	-3	-19	-13	-1	3	1.1	-12
Cc1nc(N)sc1N=Nc1ccc(F)cc1	3	0	2	3	18	-12	8	7	-3.0	-4
CC1(C(=O)NS(=O)(=O)c2cccc(Cl)c2)CCN1C(=O)C1CC1 (configuration not stated)	0	-3	1	-2	.	3	2	-3	-0.5	-7
O=C1CSC(=S)N1c1cccc(Br)c1	-1	0	3	1	-15	0	11	-17	-1.9	5
CCN1CCN(CCCNC(=O)c2ccc3c(Cl)c4c(nc3c2)CCCC4)CC1	-2	2	-2	-2	5	-6	-4	-4	-3.2	3

Reformatted as labelled records: entries from further up
mol: CCCc1nc2ccccc2n1C(C(=O)NC(C)(C)C)C1CC1 (configuration not stated)
  SMARCA2 act: -3
  Rev-erbA mod: -1
  NPR1 activator: 3
  GC-B act: -1
  HTRA1 inh: .
  ARFGAP1 inhibitor: 7
  rCAG RNA binder: 3
  ABHD4 inh: 2
  PG9 binder: -1.7
  ASAP1 GAP inh: 3

mol: CN=C1SC(CC(=O)Nc2sc3c(c2C#N)CCCC3)C(=O)N1C (configuration not stated)
  SMARCA2 act: 0
  Rev-erbA mod: -1
  NPR1 activator: -7
  GC-B act: -4
  HTRA1 inh: -6
  ARFGAP1 inhibitor: -2
  rCAG RNA binder: 3
  ABHD4 inh: 1
  PG9 binder: -2.0
  ASAP1 GAP inh: 0

mol: CC1CC(=S)Nc2ccccc2N1Cc1ccccc1 (configuration not stated)
  SMARCA2 act: -2
  Rev-erbA mod: 1
  NPR1 activator: 4
  GC-B act: 1
  HTRA1 inh: -7
  ARFGAP1 inhibitor: 15
  rCAG RNA binder: 1
  ABHD4 inh: -11
  PG9 binder: -1.9
  ASAP1 GAP inh: -19

mol: CN1C(=O)Cc2cc(S(=O)(=O)N3CCN(c4cccc(Cl)c4)CC3)ccc21
  SMARCA2 act: -3
  Rev-erbA mod: -6
  NPR1 activator: 3
  GC-B act: -1
  HTRA1 inh: 1
  ARFGAP1 inhibitor: 1
  rCAG RNA binder: 12
  ABHD4 inh: -6
  PG9 binder: -1.4
  ASAP1 GAP inh: -9

Assay outcomes as filed in PubChem.
